High-throughput results: PubChem, The Scripps Research Institute Molecular Screening Center
MITF inh: human MITF inhibition, primary screen; inhibition, % at 2.6 µM; AlphaScreen MITF homodimerization, bead proximity signal; 650,000 tested, 0.91% active; in the data active means inhibition above about 50%;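 further: 0% = vehicle wells with protein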
Target sequence (O75030 whole entry, looked up): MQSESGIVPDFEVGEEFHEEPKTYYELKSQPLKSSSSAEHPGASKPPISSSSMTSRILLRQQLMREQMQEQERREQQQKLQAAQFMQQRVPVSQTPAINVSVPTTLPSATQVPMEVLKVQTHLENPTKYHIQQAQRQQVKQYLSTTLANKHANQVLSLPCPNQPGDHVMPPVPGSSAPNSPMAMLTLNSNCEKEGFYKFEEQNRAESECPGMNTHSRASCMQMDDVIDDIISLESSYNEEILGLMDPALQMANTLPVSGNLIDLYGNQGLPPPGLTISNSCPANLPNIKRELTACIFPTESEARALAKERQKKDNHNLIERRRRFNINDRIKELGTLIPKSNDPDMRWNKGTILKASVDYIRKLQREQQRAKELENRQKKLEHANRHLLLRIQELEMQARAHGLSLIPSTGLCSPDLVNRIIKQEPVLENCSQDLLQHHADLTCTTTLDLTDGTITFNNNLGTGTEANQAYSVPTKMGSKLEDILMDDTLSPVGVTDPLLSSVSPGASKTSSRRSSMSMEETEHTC
GPR151 activ: human GPR151 activation; PathHunter beta-arrestin GPR151 cells, luminescence; activation, % at 11.2 µM; 650,000 tested, 1% active; AID 1508602; in the data active means activation above about 4.9%;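 further: 0% = median of compound wells and 100% = cells with positive control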
Target sequence (Q8TDV0 whole entry, looked up): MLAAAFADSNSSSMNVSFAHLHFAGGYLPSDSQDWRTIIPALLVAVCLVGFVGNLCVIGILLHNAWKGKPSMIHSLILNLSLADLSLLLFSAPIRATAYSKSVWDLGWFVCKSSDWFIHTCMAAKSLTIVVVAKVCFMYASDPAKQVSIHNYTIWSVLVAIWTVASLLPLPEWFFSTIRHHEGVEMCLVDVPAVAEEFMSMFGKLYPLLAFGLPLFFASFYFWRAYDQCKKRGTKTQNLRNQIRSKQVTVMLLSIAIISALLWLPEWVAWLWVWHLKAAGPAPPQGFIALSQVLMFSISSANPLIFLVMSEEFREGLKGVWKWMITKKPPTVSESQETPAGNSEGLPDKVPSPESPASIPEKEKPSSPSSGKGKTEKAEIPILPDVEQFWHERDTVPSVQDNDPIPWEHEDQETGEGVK
TEAD-YAP inh: TEAD-YAP interaction inhibition | HEK-TIYL cells, TEAD-Gal4/YAP UAS-luciferase luminescence | inhibition, % at 9.12 µM | 640,000 tested, 1.4% active; in the data active means inhibition above about 32%;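 further: 0% = median of test compound wells and 100% = reference inhibitor wells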
FBW7 activator: human FBW7 E3 ligase activation, primary screen | Q969H0 | AlphaScreen FBW7–phospho-cyclin E peptide binding, activator screen | normalized activity (activation), % at 26.1 µM | 650,000 tested, 0.13% active | AID 1259310; in the data active means normalized activity above about 1.9%;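 further: purified mutant Fbw7 with reduced substrate affinity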
* hit, by the source's call; nt = not tested or not shown.

SMILES	MITF inh	GPR151 activ	TEAD-YAP inh	FBW7 activator
O=C(O)C1CCCCC1C(=O)NCc1ccccc1Cl (stereo unspecified)	11	0.3	9	0.0
CCOC(=O)C1=C(C)N=C2SCC(=O)N2C1c1ccc(OCC)c(OCC)c1 (stereo unspecified)	4	0.6	-30	0.3
COC(=O)C1=C(C)NC2=C(C(=O)CC(c3cccs3)C2)C1c1ccsc1 (stereo unspecified)	9	-0.5	33*	0.8
O=C1NC2C(NC(=O)N2C2CCCCC2)N1C1CCCCC1 (stereo unspecified)	2	0.4	4	0.0
CCN(CC(=O)Nc1ccc(C#N)cc1)CC(=O)Nc1ccc2c(c1)OCCO2	-1	0.2	-6	-0.1
O=C(CSCCCn1c(=O)[nH]c2ccccc21)N1CCc2ccccc21	-1	1.0	5	-0.2
N#C/C(=C\c1c(Oc2ccccc2)nc2ccccn2c1=O)C(=O)NCc1ccccc1	11	-5.9	2	0.0
CCN(CC(=O)Nc1ccc(OC)cc1)CC(=O)Nc1ccc(Br)cc1F	-8	0.3	-4	-0.1
CC(C)CC(=O)NC(Nc1ccc(O)cc1)C(Cl)(Cl)Cl (stereo unspecified)	-6	-0.2	-1	-0.4
OC(COc1ccc(CN2CCCO2)cc1)CN1CCCCC1 (stereo unspecified)	-10	3.6	-2	-0.2
COC(=O)c1ccc(CN2C(=O)NC3(CCCCC3C)C2=O)cc1 (stereo unspecified)	-7	0.5	-62	0.0
COc1ccc(N(Cc2nnc3n2CCCCC3)C(=O)Nc2ccccc2C)cc1	-8	0.8	9	-0.2
COc1ccc(OC)c(NC(=O)C(=O)N/N=C/c2ccccc2F)c1	-2	2.4	1	0.5
CCOC(=O)/C=C(\Nc1ccc(C)cc1N)c1ccccc1	-10	-9.2	38*	-0.1
O=C(NCCN1CCOCC1)c1cccn2c(=O)c3cc4ccccc4cc3nc12	-2	-0.2	-4	0.1
COc1cc(Cl)cc(C2NC(=O)c3c(sc4c3CCN(C)C4)N2)c1O (stereo unspecified)	11	-0.5	3	0.4
Cc1ccc(S(=O)(=O)N2CCCc3ccc(NC(=O)COc4ccccc4)cc32)cc1	-2	-0.6	-1	-0.1
COc1ccc(C(=O)/C=C/Nc2ccc(S(N)(=O)=O)cc2)cc1OC	27	-1.0	-3	0.1
Cc1ncc([N+](=O)[O-])n1Cc1ccc(Cl)c(Cl)c1	-9	1.7	5	0.1
Cc1ccc(S(=O)(=O)N(C)C(F)F)cc1	-1	1.6	-3	-0.1

The final two entries of the part before lead into the next.
SMILES	MITF inh	GPR151 activ	TEAD-YAP inh	FBW7 activator
Cc1ncc([N+](=O)[O-])n1Cc1ccc(Cl)c(Cl)c1	-9	1.7	5	0.1
Cc1ccc(S(=O)(=O)N(C)C(F)F)cc1	-1	1.6	-3	-0.1
COc1ccc(-c2cnnc(CCCn3ccnc3-c3ccccc3)n2)cc1	0	-0.5	nt	0.1
CC1CC(C)(C)NC(=S)N1CC(=O)N1CCN(Cc2ccccc2)CC1 (stereo unspecified)	12	-0.6	4	0.2
COc1ccccc1OCC(=O)Oc1ccccc1[N+](=O)[O-]	-20	0.4	11	0.1
CC(C)(C)C(=O)Nc1ccc(C(=O)Nc2c[nH]c(=O)[nH]c2=O)cc1	8	-0.5	2	0.3
O=[N+]([O-])c1cccc(C=NC2CCCCC2)c1	-12	1.2	8	0.1
O=C(Cc1c(C(=O)O)[nH]c2ccc(Cl)cc12)Nc1ccccc1F	20	1.0	19	0.2
COc1ccc(C2=N/C(=C\c3ccc(OC(C)=O)c(OC)c3)C(=O)O2)c(Br)c1	15	-1.0	9	-0.1
Cn1nccc1C(=O)N1CCC(CO)(CCc2ccccc2)CC1	13	-0.2	-2	0.0
Cc1cc(OCc2ccc(C(=O)NCc3ccccn3)o2)ccc1Cl	19	-3.3	-2	-0.1
CN(Cc1ccc(C(=O)NC23CC4CC(CC(C4)C2)C3)c(=O)[nH]1)Cc1cccs1	-4	-0.4	-2	0.1
COc1cc(-c2noc(C3CCCN(C(=O)c4ccc(F)cc4)C3)n2)cc(OC)c1OC (stereo unspecified)	-5	-0.5	8	-0.1
CN(C(=O)CSc1ncnc2sc(-c3ccccc3)cc12)C1CCS(=O)(=O)C1 (stereo unspecified)	-5	3.3	-5	0.1
COc1cccc(NC(=O)c2cccc(N3C(=O)C4CCC(C)CC4C3=O)c2)c1 (stereo unspecified)	19	0.4	12	0.9
CCOCCCNC(=O)c1c[nH]c2ccc(S(=O)(=O)N(C)c3ccccc3CC)cc2c1=O	-1	1.4	-6	0.0
COc1ccc(-n2c(=S)[nH]c3cc(C(=O)NCCC4=CCCCC4)ccc3c2=O)c(OC)c1	-11	-1.3	-13	0.0
C#CCOC(=O)Nc1c(-c2ccccc2)noc1C	7	0.3	-10	0.0
CCOc1ccc(OCC)c(NS(=O)(=O)c2ccc3c(c2)CCN3C(=O)C2CCC2)c1	8	0.7	-24	-0.2
COc1ccc(C2=NN(C(=S)Nc3ccccc3)C(c3ccc(N(C)C)cc3)C2)cc1 (stereo unspecified)	23	0.8	8	-0.9
CC1CCc2c(sc(NC(=O)c3cc4ccccc4oc3=O)c2C(N)=O)C1 (stereo unspecified)	-3	-1.1	-4	0.1
Cc1ccc(C2=N/C(=C\c3cccc(F)c3)C(=O)O2)cc1C	-5	2.1	-1	-0.1
O=C(Oc1nsnc1N1CCOCC1)c1ccc([N+](=O)[O-])cc1	-3	0.2	-1	0.0
CCn1c(SCc2ccccc2Cl)nc2c1c(=O)n(C)c(=O)n2C	12	1.2	-3	0.1
COc1cc(-c2cc(=O)oc(-c3ccc(Cl)cc3Cl)n2)cc(OC)c1OC	-5	1.4	0	-0.1
CC1CC(Nc2ccccc2)c2ccccc2N1C(=O)CN1C(=O)c2ccccc2C1=O (stereo unspecified)	0	-2.3	3	0.6
Cc1ccc(C(=O)N2CCN(c3cnn(-c4ccccc4)c(=O)c3Cl)CC2)cc1	8	-0.6	6	0.0
Cc1ncc(CN2CCN(Cc3ccc(F)cc3)C(CCO)C2)s1 (stereo unspecified)	12	-0.1	0	-0.1
Cc1cc(C(=O)COC(=O)C23CC4CC(CC(C4)C2)C3)c(C)n1CC1CCCO1 (stereo unspecified)	8	3.2	5	-0.2
c1ccc(-c2cnc(Nc3ccc(N4CCOCC4)cc3)c3nccn23)cc1	5	-0.1	1	-0.2
COc1ccc(C)cc1NS(=O)(=O)c1ccc(NC(=O)c2ccc(C3SCC(=O)N3Cc3ccccc3)cc2)cc1 (stereo unspecified)	-7	-1.1	-5	-0.3
Cc1cccc(C(=O)Nc2ccc(C(=O)Nc3ccc([N+](=O)[O-])cc3[N+](=O)[O-])cc2)c1	-1	-1.4	-9	-0.2
CCC(C(=O)NCCO)c1ccccc1 (stereo unspecified)	-5	-0.1	14	-0.2
CCCCC(=O)Nc1cc(C)c(NC(=O)c2cccc(F)c2)cn1	16	-0.3	7	0.1
Cn1c(=O)c2c(ncn2CCN)n(C)c1=O	4	-2.3	2	0.6
Cc1cc(C)n(-c2nnc3c(n2)[nH]c2ccccc23)n1	-10	-1.3	-15	0.0
Cc1ccc(-n2[nH]c(C)c(C=Nc3c(C)cccc3C)c2=O)cc1C	10	-3.6	18	0.0
NNC(=O)c1cc(-c2ccco2)nn1-c1ccc(Cl)cc1	-5	-0.6	-7	-0.1
COC(=O)c1ccc(C2C=C(c3ccccc3)Nc3nnnn32)cc1 (stereo unspecified)	2	0.8	-40	0.0
C=CCN(CC=C)S(=O)(=O)c1ccc(C(=O)Nc2cccc(C)n2)cc1	6	1.0	-24	0.6
COCCn1c(-c2ccccc2)nc(=S)c2c1CCCC2	0	0.8	-7	-0.2
CC1=C(C(=O)OCC2CCCO2)C(c2ccc(Br)cc2)NC(=O)N1 (stereo unspecified)	4	0.8	12	0.1

Ordered by heavy-atom count (falling): some entries from above
SMILES	MITF inh	GPR151 activ	TEAD-YAP inh	FBW7 activator
COc1ccc(C)cc1NS(=O)(=O)c1ccc(NC(=O)c2ccc(C3SCC(=O)N3Cc3ccccc3)cc2)cc1 (stereo unspecified)	-7	-1.1	-5	-0.3
c1ccc(-c2cnc(Nc3ccc(N4CCOCC4)cc3)c3nccn23)cc1	5	-0.1	1	-0.2
CC1=C(C(=O)OCC2CCCO2)C(c2ccc(Br)cc2)NC(=O)N1 (stereo unspecified)	4	0.8	12	0.1
O=C(Oc1nsnc1N1CCOCC1)c1ccc([N+](=O)[O-])cc1	-3	0.2	-1	0.0
Cc1cc(C)n(-c2nnc3c(n2)[nH]c2ccccc23)n1	-10	-1.3	-15	0.0

Carrying on.
SMILES	MITF inh	GPR151 activ	TEAD-YAP inh	FBW7 activator
CCOc1cc2c(C#N)c(N3CCCC3)nc3c2c(n1)NC1(CCCCC1)N3	6	-1.2	4	0.0
NC(=O)CN1CCN(C2CC(=O)N(CCc3ccccc3)C2=O)CC1 (stereo unspecified)	-2	-1.9	-2	0.3
N#CC1=C(N)N(c2sc3c(c2C#N)CCCC3)C2=C(C(=O)CCC2)C1c1cccc([N+](=O)[O-])c1 (stereo unspecified)	8	0.7	-1	0.0
CS(=O)(=O)N1CCc2nc(-c3ccccn3)nc(N3CCCCC3)c2C1	10	1.2	-4	-0.4
O=C(Nc1ccccc1)c1ccccc1NS(=O)(=O)c1ccccc1[N+](=O)[O-]	5	-0.4	-9	0.1
O=C(N1CCOCC1)C1(c2ccccc2)CCCC1	-4	-1.2	3	0.2
CC(=O)c1ccc(N2CCN(C(=O)c3cccc(F)c3)CC2)c(F)c1	10	-0.4	0	0.6
Cc1c(C)n(CC(O)CNCc2ccccc2)c2ccccc12 (stereo unspecified)	17	2.0	9	-0.2
O=C(c1cc(-c2ccc(Cl)s2)nc2ccccc12)N1CCN(c2ccccc2)CC1	1	-0.5	10	-0.1
COc1ccc(CNC(=O)c2ccc3nc(-c4ccc(F)cc4)c(-c4ccc(F)cc4)nc3c2)cc1	-3	0.0	4	-0.1
O=C(NCC1CCCO1)c1cc2n(n1)C(C(F)(F)F)CC(c1ccc(Cl)c(Cl)c1)N2 (stereo unspecified)	-1	0.0	9	-0.2
COc1ccccc1N1CCN(C2CCN(Cc3ccccc3[N+](=O)[O-])CC2)CC1	-2	0.4	6	-0.1
COc1ccc(OCCOc2ccc(/C=C3/C(=N)N4C(c5ccccc5)=CSC4=NC3=O)cc2OC)cc1	4	0.1	-4	0.2
S=C(Nc1ccccc1Cl)N(Cc1cccs1)C1CCCC1	26	-0.5	6	0.3
O=C1N[C@H](Cc2ccccc2)C(=O)N2CCN(C(=O)Oc3ccccc3)C[C@H]12	-5	0.2	5	0.1
Nc1nc(NCCN2CCOCC2)cc(Nc2cnccn2)n1	3	-0.5	-2	-0.1
CC(C)C(=O)N1CCN(c2nc3ccccc3o2)CC1	-11	0.2	-7	1.0

Looked up one by one from the entries so far (6):
SMILES	MITF inh	GPR151 activ	TEAD-YAP inh	FBW7 activator
NC(=O)CN1CCN(C2CC(=O)N(CCc3ccccc3)C2=O)CC1 (stereo unspecified)	-2	-1.9	-2	0.3
O=C1N[C@H](Cc2ccccc2)C(=O)N2CCN(C(=O)Oc3ccccc3)C[C@H]12	-5	0.2	5	0.1
S=C(Nc1ccccc1Cl)N(Cc1cccs1)C1CCCC1	26	-0.5	6	0.3
CCOc1cc2c(C#N)c(N3CCCC3)nc3c2c(n1)NC1(CCCCC1)N3	6	-1.2	4	0.0
COc1ccc(CNC(=O)c2ccc3nc(-c4ccc(F)cc4)c(-c4ccc(F)cc4)nc3c2)cc1	-3	0.0	4	-0.1
CS(=O)(=O)N1CCc2nc(-c3ccccn3)nc(N3CCCCC3)c2C1	10	1.2	-4	-0.4
